High-throughput results (PubChem)
LEDGF integ inh: blocks HIV-1 LEDGF/p75-dependent DNA integration; TR-FRET IN-LEDGF/p75 DNA integration, Eu/Cy5; inhibition, % at 3.7 µM; 0.64% of 370,000 active;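 active = inhibition above the screen-wide mean plus 3 SD, cut at about 13% in these data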;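 also: signal is the Cy5 over europium emission ratio at 671 and 618 nm; 0% = plate median of compound wells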
Tn7 DDE FP: DD(E)-Tn7 binding inhibition, primary FP screen; inhibition, % at 8.3 µM; FP displacement of FITC-Tn7 peptide from fibrin DD(E); 0% = median of compound wells per plate; 0.13% of 370,000 active; AID 720508;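 active = inhibition above the mean of compounds falling within the control limits plus 3 SD of them, cut at about 14% in these data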;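 also: 0% = plate median of compound wells and 100% = 10 µM Aha-Tn7 peptide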
Target sequence (P02675 whole entry, looked up): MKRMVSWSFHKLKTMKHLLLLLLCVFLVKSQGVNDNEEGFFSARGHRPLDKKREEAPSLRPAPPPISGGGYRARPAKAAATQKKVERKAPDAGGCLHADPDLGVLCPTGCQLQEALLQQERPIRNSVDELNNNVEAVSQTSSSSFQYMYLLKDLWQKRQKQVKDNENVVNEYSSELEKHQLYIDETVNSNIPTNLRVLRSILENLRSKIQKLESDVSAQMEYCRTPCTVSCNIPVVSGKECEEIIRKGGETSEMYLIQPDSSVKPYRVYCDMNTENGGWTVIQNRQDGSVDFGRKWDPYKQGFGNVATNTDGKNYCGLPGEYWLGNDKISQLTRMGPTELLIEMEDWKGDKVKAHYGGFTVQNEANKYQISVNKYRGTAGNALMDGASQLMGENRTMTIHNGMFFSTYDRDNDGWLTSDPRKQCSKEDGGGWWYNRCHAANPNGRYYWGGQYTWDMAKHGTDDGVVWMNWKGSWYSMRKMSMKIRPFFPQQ
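Assay system: Human clot-derived fibrin DD(E) complex | Buffer or medium: Tris/NaCl/CaCl2 buffer, pH 7.8 | Repeats: One replicate per compound | Benchmarks: Aha-Tn7 high control | Measure: % inhibition scaled between sample-field median and high-control FP | Schedule: 10 min plus 3 h, room temperature | Signal: Fluorescence polarization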
PG9 binder: small molecules binding HIV-1 gp120 antibody PG9. TR-FRET gp120-PG9 antibody binding. inhibition, % at 6.7 µM. 0.43% of 360,000 active. AID 624416; in the data active = inhibition above about 8.5%
ABHD4 inh: inhibitors of mouse ABHD4; AID 720543; 0.54% of 370,000 active; purified mABHD4, FP-Rh probe fluorescence polarization; inhibition, % at 8.92 µM;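 active = inhibition exceeding the mean over every tested compound plus 3 SD, cut at about 30% in these data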;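 also: 0% = plate median of compound wells and 100% = S159A mutant with DMSO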
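assay system = mABHD4 protein | compound dosing = single nominal dose of 8.92 µM, 0.89% DMSO final | read-out basis = percent inhibition of probe binding, normalized to plate controls | schedule = Enzyme–compound pre-incubation 45 min, then probe 60 min, both 25 °C | detection = fluorescence polarization, excitation 525 nm, emission 598 nm, BODIPY TMR filters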
PRMT1 FP inh: PRMT1 (human) inhibition, primary screen. Q99873. recombinant PRMT1, activity-based probe fluorescence polarization. inhibition, % at 2.79 µM. 1.3% of 370,000 active. AID 652257;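 active = inhibition above about 21% made by adding two undisclosed values, limit read from the data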
SIAE inh: human SIAE inhibition, primary screen | Q9HAT2 | SIAE FP-Rh probe binding, fluorescence polarization | inhibition, % at 9.66 µM | 0.69% of 370,000 active | AID 1053197;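 active = inhibition above a cutoff: mean of compounds within the control limits plus 3 SD of those, cut at about 17% in these data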;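 also: 0% = plate median of compound wells and 100% = probe without SIAE protein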
TDP2 inh: blocks human TDP2 phosphodiesterase activity. recombinant TDP2, T5PNP hydrolysis, p-nitrophenol absorbance 415 nm. O95551. inhibition, % at 12.8 µM. 0.34% of 370,000 active;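 active = inhibition above the mean of all tested compounds plus 3 SD, set per campaign, cut at about 25% in these data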;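 also: 0% = DMSO with enzyme and 100% = buffer with substrate but no TDP2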
Target sequence (O95551 whole entry, looked up): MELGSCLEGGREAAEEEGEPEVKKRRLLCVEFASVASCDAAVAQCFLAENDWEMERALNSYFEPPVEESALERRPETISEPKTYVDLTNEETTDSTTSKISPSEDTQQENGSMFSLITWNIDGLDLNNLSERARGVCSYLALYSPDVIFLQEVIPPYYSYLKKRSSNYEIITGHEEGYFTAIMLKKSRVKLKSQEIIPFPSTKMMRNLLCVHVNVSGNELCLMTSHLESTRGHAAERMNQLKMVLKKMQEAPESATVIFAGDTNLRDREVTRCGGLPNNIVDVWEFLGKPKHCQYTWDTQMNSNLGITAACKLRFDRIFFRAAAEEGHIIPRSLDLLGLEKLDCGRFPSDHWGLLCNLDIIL
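Incubation: 2 h at 37 °C; Test system: recombinant human TDP2; Quantity: enzyme 120 nM; Read-out basis: percent inhibition; Medium: 50 mM Tris-HCl pH 7.5 with Mg2+, KCl, DTT, BSA; Repeats: single replicate; Compound: 12.8 µM single point, 1% DMSO; Signal: epi absorbance; Reagent: 5 mM T5PNP chromogenic substrate; Benchmarks: no-enzyme high, DMSO-plus-enzyme low.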
TCR-CD3 inh: human TCR-CD3 binding inhibition | TAMRA-labeled TCR probe fluorescence, biochemical | inhibition, % at 9.4 µM | 0.37% of 360,000 active; in the data active = inhibition above about 19%;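 also: recombinant mutant TCR 2C K166C tagged with TAMRA read by polarization; 0% = receptor in buffer alone and 100% = receptor with positive control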
HTRA1 inh: inhibitors of human serine peptidase HTRA1; Q92743; 0.5% of 340,000 active; recombinant HTRA1, FP-rhodamine activity-based probe, fluorescence polarization; inhibition, % at 5.96 µM; in the data active = inhibition above about 36%;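 also: 0% = enzyme with DMSO and 100% = wells lacking enzyme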
UHRF1 binding: UHRF1 methyl-DNA binding inhibition; 0.75% of 370,000 active; UHRF1 binding to methylated oligo, TR-FRET; inhibition, % at 4.4 µM; AID 687016; in the data active = inhibition above about 21%;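 also: UHRF1 SRA domain binding a hemimethylated CpG hairpin DNA probe; 0% = median of test compound wells and 100% = reference inhibitor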
An asterisk follows results filed as active.

Start of the data: the first two compounds as a preview:
Screening COc1ccc(OC)c(/C=N/NC(=O)CN2CCSCC2)c1 returned LEDGF integ inh 1, Tn7 DDE FP -3, PG9 binder 0.0, ABHD4 inh 12, PRMT1 FP inh 2, SIAE inh 2, TDP2 inh -4, TCR-CD3 inh 1, HTRA1 inh 4 and UHRF1 binding 1.
For CN(C)S(=O)(=O)c1cc(C(=O)Nc2ccccc2C(=O)NC2CC2)ccc1Cl the results were LEDGF integ inh -1, Tn7 DDE FP -3, PG9 binder -0.3, ABHD4 inh 2, PRMT1 FP inh -1, SIAE inh -4, TDP2 inh -8, TCR-CD3 inh 3, HTRA1 inh -8 and UHRF1 binding 1.

Main list (from the top)
Screening COc1ccc(OC)c(/C=N/NC(=O)CN2CCSCC2)c1 returned LEDGF integ inh 1, Tn7 DDE FP -3, PG9 binder 0.0, ABHD4 inh 12, PRMT1 FP inh 2, SIAE inh 2, TDP2 inh -4, TCR-CD3 inh 1, HTRA1 inh 4 and UHRF1 binding 1.
For CN(C)S(=O)(=O)c1cc(C(=O)Nc2ccccc2C(=O)NC2CC2)ccc1Cl the results were LEDGF integ inh -1, Tn7 DDE FP -3, PG9 binder -0.3, ABHD4 inh 2, PRMT1 FP inh -1, SIAE inh -4, TDP2 inh -8, TCR-CD3 inh 3, HTRA1 inh -8 and UHRF1 binding 1.
For CCCC(=O)Oc1ccc(N(C(=O)CCC)S(=O)(=O)c2cccc([N+](=O)[O-])c2)cc1 the results were LEDGF integ inh 8, Tn7 DDE FP 8, PG9 binder 0.6, ABHD4 inh 2, PRMT1 FP inh 5, SIAE inh -2, TDP2 inh -1, TCR-CD3 inh -7, HTRA1 inh 2 and UHRF1 binding 28*.
Screening Cc1ccc(S(=O)(=O)N2CCOCC2)cc1NC(=O)c1cc2ccccc2oc1=O returned LEDGF integ inh 6, Tn7 DDE FP -6, PG9 binder -1.8, ABHD4 inh -4, PRMT1 FP inh -5, SIAE inh -16, TDP2 inh -14, TCR-CD3 inh 1, HTRA1 inh 4 and UHRF1 binding 1.
For Cc1cc(=O)oc(C)c1C(=O)NCC1COc2ccccc2O1 (configuration not stated) the results were LEDGF integ inh 0, Tn7 DDE FP 3, PG9 binder 2.9, ABHD4 inh 4, PRMT1 FP inh 2, SIAE inh 3, TDP2 inh -1, TCR-CD3 inh -6, HTRA1 inh -1 and UHRF1 binding -2.
For CCOC(=O)c1cc(-c2ccc(Cl)cc2)nc2c1c(=O)[nH]c(=O)n2CCOC the results were LEDGF integ inh -4, Tn7 DDE FP -1, PG9 binder -1.8, ABHD4 inh 5, PRMT1 FP inh 2, SIAE inh -1, TDP2 inh -6, TCR-CD3 inh -3, HTRA1 inh 5 and UHRF1 binding 2.
For CCc1nc2c(OCCOc3ccc(F)cc3)cccn2c1N(C=O)Cc1ccccc1 the results were LEDGF integ inh 4, Tn7 DDE FP -1, PG9 binder 0.6, ABHD4 inh 9, PRMT1 FP inh -6, SIAE inh 9, TDP2 inh 4, TCR-CD3 inh 5 and UHRF1 binding -6.
For O=C(C1CCCN(S(=O)(=O)c2cccc3nonc23)C1)N1CCN(c2cccc(Cl)c2)CC1 (configuration not stated) the results were LEDGF integ inh -4, Tn7 DDE FP 4, PG9 binder 0.3, ABHD4 inh 4, PRMT1 FP inh 1, SIAE inh 6, TDP2 inh 1, TCR-CD3 inh -5, HTRA1 inh -1 and UHRF1 binding 5.
For C=C(C)CC(Nc1ccc(OC)cc1)c1ccco1 (configuration not stated) the results were LEDGF integ inh 3, Tn7 DDE FP -3, PG9 binder -0.4, ABHD4 inh -2, PRMT1 FP inh -2, SIAE inh 4, TDP2 inh -7, TCR-CD3 inh 1, HTRA1 inh 2 and UHRF1 binding 3.
`CCCCN(C)CCCNC(=O)c1cc(=O)[nH]c2ccc(S(=O)(=O)N3CCCCC3C)cc12` (configuration not stated) gave LEDGF integ inh 5, Tn7 DDE FP -7, PG9 binder -0.6, ABHD4 inh -4, PRMT1 FP inh -3, SIAE inh -5, TDP2 inh 3, TCR-CD3 inh 0, HTRA1 inh 1 and UHRF1 binding -1.
`CN1CCN(c2ccc(NC(=O)c3ccc(-c4ccccc4F)o3)cc2)CC1` gave LEDGF integ inh 0, Tn7 DDE FP 1, PG9 binder -0.9, ABHD4 inh 7, PRMT1 FP inh 4, SIAE inh 9, TDP2 inh 3, TCR-CD3 inh -3, HTRA1 inh 5 and UHRF1 binding 37*.
For c1ccc(-c2ccccc2OCCOCCN2CCc3ccccc3C2)cc1 the results were LEDGF integ inh 3, Tn7 DDE FP 1, PG9 binder -0.6, ABHD4 inh 8, PRMT1 FP inh 0, SIAE inh -4, TDP2 inh -10, TCR-CD3 inh 1, HTRA1 inh -6 and UHRF1 binding -1.
CSc1ccc(S(=O)(=O)N2CCC(C(=O)Nc3cccnc3)CC2)cc1 was read as LEDGF integ inh -4, Tn7 DDE FP 3, PG9 binder -2.2, ABHD4 inh -6, PRMT1 FP inh -3, SIAE inh 7, TDP2 inh -17, TCR-CD3 inh 2, HTRA1 inh -11 and UHRF1 binding 1.
`CN(c1ccccc1)S(=O)(=O)c1cccc(NC(=O)CCNC(=O)c2ccccc2)c1` gave LEDGF integ inh -5, Tn7 DDE FP 2, PG9 binder -0.5, ABHD4 inh 6, PRMT1 FP inh 4, SIAE inh 2, TDP2 inh 2, TCR-CD3 inh -12, HTRA1 inh -9 and UHRF1 binding -1.
`CC(C)C1/C(=N/O)CC(c2ccccc2)NC1c1ccccc1` (configuration not stated) gave LEDGF integ inh -1, Tn7 DDE FP 5, PG9 binder -0.7, ABHD4 inh -3, PRMT1 FP inh -1, SIAE inh -1, TDP2 inh -10, TCR-CD3 inh 5, HTRA1 inh -10 and UHRF1 binding -1.
For O=c1c2cc3ccccc3nc2ncn1CCc1ccc(Cl)cc1 the results were LEDGF integ inh -1, Tn7 DDE FP -4, PG9 binder 0.0, ABHD4 inh 2, PRMT1 FP inh -2, SIAE inh 2, TDP2 inh -6, TCR-CD3 inh 6 and UHRF1 binding -2.
Screening O=C(NCCc1c[nH]c2ccccc12)C(=O)NCC(c1ccco1)N1CCN(c2ccc(F)cc2)CC1 (configuration not stated) returned LEDGF integ inh 0, Tn7 DDE FP -5, PG9 binder -1.6, ABHD4 inh 3, PRMT1 FP inh 1, SIAE inh 6, TDP2 inh 6, TCR-CD3 inh 6, HTRA1 inh -1 and UHRF1 binding 0.
For O=[N+]([O-])c1ccc(Cl)c(/C=N/N2CCN(Cc3ccccc3)CC2)c1 the results were LEDGF integ inh -1, Tn7 DDE FP -5, PG9 binder 1.7, ABHD4 inh -4, PRMT1 FP inh 2, SIAE inh 0, TDP2 inh 6, TCR-CD3 inh -3, HTRA1 inh -3 and UHRF1 binding -3.
Cc1c(C(=O)O)oc2ccc(S(=O)(=O)N3CCCCC3C(=O)O)cc12 (configuration not stated) was read as LEDGF integ inh -2, Tn7 DDE FP 5, PG9 binder -1.1, ABHD4 inh 4, PRMT1 FP inh 5, SIAE inh -5, TDP2 inh 0, TCR-CD3 inh -4, HTRA1 inh 2 and UHRF1 binding 2.
Screening COc1ccc([N+](=O)[O-])cc1NC(=O)CCCOc1ccccc1 returned LEDGF integ inh 2, Tn7 DDE FP -1, PG9 binder 0.8, ABHD4 inh 2, PRMT1 FP inh -3, SIAE inh -10, TDP2 inh 6, TCR-CD3 inh 3, HTRA1 inh -12 and UHRF1 binding -1.
Screening Cc1ccc(NC2CCCN(C(=O)CCC(=O)c3ccccc3)C2)cc1C (configuration not stated) returned LEDGF integ inh 0, Tn7 DDE FP -5, PG9 binder -1.2, ABHD4 inh 5, PRMT1 FP inh 0, SIAE inh -1, TDP2 inh -1, TCR-CD3 inh 2, HTRA1 inh 1 and UHRF1 binding 0.
For Cc1ccccc1NS(=O)(=O)c1cc2c(cc1C)N(C)CCO2 the results were LEDGF integ inh -1, Tn7 DDE FP -7, PG9 binder 1.2, ABHD4 inh 13, PRMT1 FP inh 5, SIAE inh 13, TDP2 inh 5, TCR-CD3 inh -5, HTRA1 inh 0 and UHRF1 binding -1.
CC(=O)Nc1ccc(NC(=O)CCC(=O)OCC(=O)c2ccc(F)cc2)cc1 was read as LEDGF integ inh -1, Tn7 DDE FP 6, PG9 binder -1.6, ABHD4 inh 0, PRMT1 FP inh -2, SIAE inh -6, TDP2 inh 1, TCR-CD3 inh 8, HTRA1 inh -1 and UHRF1 binding -2.
`COCCOC(=O)c1c(C)nc(SCC(=O)Nc2cccc3ccccc23)c(C#N)c1-c1ccco1` gave LEDGF integ inh 3, Tn7 DDE FP 3, PG9 binder 3.5, ABHD4 inh -10, PRMT1 FP inh 1, SIAE inh -15, TDP2 inh 7, TCR-CD3 inh 2, HTRA1 inh -2 and UHRF1 binding 1.
Screening COc1ccc(Cl)cc1NC(=O)CSc1nc(N2CCOCC2)nc(N2CCOCC2)n1 returned LEDGF integ inh 0, Tn7 DDE FP 6, PG9 binder -1.1, ABHD4 inh 2, PRMT1 FP inh -2, SIAE inh 2, TDP2 inh 11, TCR-CD3 inh 4, HTRA1 inh -1 and UHRF1 binding -3.
For O=[N+]([O-])c1cccc(-c2nc(-c3cccs3)c(-c3cccs3)[nH]2)c1 the results were LEDGF integ inh -2, Tn7 DDE FP 4, PG9 binder 0.1, ABHD4 inh 10, PRMT1 FP inh 0, SIAE inh 9, TDP2 inh 3, TCR-CD3 inh 0, HTRA1 inh 9 and UHRF1 binding -2.
`FC(F)(F)c1cccc(Nc2ncnc3ccccc23)c1` gave LEDGF integ inh 5, Tn7 DDE FP 4, PG9 binder 2.4, ABHD4 inh -13, PRMT1 FP inh 11, SIAE inh -14, TDP2 inh -12, TCR-CD3 inh -7, HTRA1 inh -15 and UHRF1 binding 10.
O=c1[nH][nH]c2c1[C@@H](c1ccc(F)cc1)O[C@H](CCc1ccccc1)C2 was read as LEDGF integ inh 3, Tn7 DDE FP 7, PG9 binder -1.7, ABHD4 inh 0, PRMT1 FP inh -3, SIAE inh -3, TDP2 inh -3, TCR-CD3 inh -2 and UHRF1 binding 29*.
For COc1cc(CC(=O)Nc2cc(S(C)(=O)=O)ccc2Cl)cc(OC)c1OC the results were LEDGF integ inh 4, Tn7 DDE FP -2, PG9 binder -0.9, ABHD4 inh 5, PRMT1 FP inh -1, SIAE inh 5, TDP2 inh -17, TCR-CD3 inh 3, HTRA1 inh -4 and UHRF1 binding 2.
COc1cc(OC)cc(C(=O)NC2CC(C)(C)NC(C)(C)C2)c1 was read as LEDGF integ inh 2, Tn7 DDE FP -4, PG9 binder -1.3, ABHD4 inh 2, PRMT1 FP inh -1, SIAE inh 0, TDP2 inh 8, TCR-CD3 inh 3, HTRA1 inh 9 and UHRF1 binding 2.
